# HIF-2a inh – blocks HIF-2a reporter activity | inhibition, % at 18.8 µM | 786-0 RCC cells HIF-2a reporter, luciferase luminescence, overnight | hit rate 0.72% among 360,000;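 active = inhibition of the luminescence signal of 40% or more relative to plate controls, in a single-dose primary screen at 18.75 µM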
# EBV LMP1 NFkB – reduces LMP1-driven NF-kappaB luciferase signal; LMP1-induced NF-kappaB luciferase reporter cells, luminescence; inhibition, % at 12.5 µM; hit rate 0.69% among 350,000; in the data active = inhibition above about 41%;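 note: 0% = neutral control wells and 100% = reference inhibitor control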
# TRPM1 prom inh – MITF TRPM1 promoter inhibition in SK-MEL-5 cells | inhibition, % at 12.5 µM | SK-MEL-5 TRPM1 promoter luciferase, 24 h | hit rate 0.83% among 330,000;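 active = mean inhibition across replicates of 60% or more, whatever share of single replicates reaches that level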; note: values of inactives mirror those of a sister screen read the other way
# NR2E3 ag-1 – activates human photoreceptor nuclear receptor NR2E3. Q9Y5X4. GST-NR2E3/biotin-RetCOR TR-FRET, 1536-well. inhibition of corepressor binding, % at 4.78 µM. hit rate 0.12% among 320,000. AID 2300;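 active = percent inhibition above the cutoff of mean plus 3 SD of all tested compounds, set per screening campaign, cut at about 20% in these data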;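 note: 0% = DMSO wells and 100% = biotin wells as full block of FRET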
# Target sequence (Q9Y5X4 whole entry, looked up): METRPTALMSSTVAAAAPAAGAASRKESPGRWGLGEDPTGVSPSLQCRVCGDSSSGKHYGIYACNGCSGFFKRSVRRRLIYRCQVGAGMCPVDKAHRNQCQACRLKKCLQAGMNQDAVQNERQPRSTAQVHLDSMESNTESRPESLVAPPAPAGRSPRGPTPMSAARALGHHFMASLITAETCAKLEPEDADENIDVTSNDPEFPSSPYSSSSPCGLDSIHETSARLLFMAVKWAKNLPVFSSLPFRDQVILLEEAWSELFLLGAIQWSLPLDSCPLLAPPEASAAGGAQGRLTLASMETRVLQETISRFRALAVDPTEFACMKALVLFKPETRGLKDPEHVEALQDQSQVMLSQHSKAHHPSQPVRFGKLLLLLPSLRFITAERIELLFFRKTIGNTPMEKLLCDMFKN
#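 Material: NR2E3–RetCOR corepressor complex / Amount: 1.35 nM GST-NR2E3 / Medium: Tris pH 7.5 / Compound: single nominal compound dose of 4.8 µM / Incubation: 5 h at 4 °C / Technique: TR-FRET, Eu(K)-anti-GST donor, streptavidin-D2 acceptor, ex 340, em 617/671 nm / Read-out basis: percent loss of FRET ratio relative to control wells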
# NR2E3 ag-2 – agonists of human NR2E3 nuclear receptor | Q9Y5X4 | CHO-S Gal4-NCOR/VP16-NR2E3 two-hybrid, luciferase | inhibition of corepressor binding, % at 3.98 µM | hit rate 0.35% among 360,000 | AID 602229;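 active = inhibition above the mean of all tested compounds plus 3 SD, cut at about 70% in these data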;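 note: 0% = DMSO with NR2E3 transfected cells and 100% = cells lacking NR2E3 construct; higher means lower luciferase signal from less NR2E3 corepressor binding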
# CF NFkB block – inhibitors of cystic fibrosis induced NF-kB. inhibition, % at 5 µM. hit rate 0.86% among 360,000. KKLEB NF-kB-GFP reporter, PAF-induced, GFP fluorescence overnight. AID 588850;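 active = at least 50% inhibition at 5 µM, scaled per plate between neutral and stimulator controls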;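 note: PAF is a Pseudomonas aeruginosa culture filtrate used as stimulus; plate controls were PAF-stimulated DMSO wells for no effect and unstimulated DMSO wells for full effect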
# C8 TRAIL sens – sensitizes caspase-8 expressing cells to TRAIL; NB7+C8 cells + TRAIL, ATPlite viability luminescence; inhibition (viability loss, TRAIL sensitization), % at 10 µM; hit rate 1% among 360,000; AID 624354;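 active = compounds causing at least 50% loss of cell viability in the single-dose screen, relative to plate controls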
# Shn3 inh set2 – Schnurri-3 reporter inhibition in Clone20 osteoblasts | Clone20 osteoblast Shn3 3'UTR firefly luciferase, 24 h | inhibition, % at 12.5 µM | hit rate 0.52% among 360,000 | AID 588674;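 active = mean inhibition of at least 75% with every replicate also reaching 75%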;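 note: 0% = median of neutral control wells and 100% = pilot-screen positive control compound; some compounds past the cut are filed as inactive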
# iPSC survival up – hiPSC single-cell survival enhancement; survival enhancement, % at 20 µM; AID 602274; hit rate 0.044% among 360,000; ATPlite luminescence; 100% = ROCK inhibitor wells, 0% = DMSO; in the data active = survival enhancement above about 18%;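 note: cells exposed to compounds for 16 hours before the ATP read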
# KKLEB cytotox – counter-screen for CF NF-kB inhibitors: cytotoxicity. hit rate 0.36% among 360,000. activity change (cytotoxicity), % at 5 µM. KKLEB CF airway cells viability, ATPlite luminescence, overnight; stronger effect = lower value; cells stimulated with P. aeruginosa culture filtrate;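 active = corrected activity change at or below -50% at 5 µM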
# Peg3 prom inh – inhibitors of Peg3 promoter; HeLa PEG-Prom luciferase reporter, luminescence, overnight; inhibition, % at 20 µM; hit rate 1.7% among 360,000; AID 588405;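 active = inhibition of at least 50% at 20 µM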
# * marks the source's active call; other numbers are inactive results; / = not tested or not shown. Only part of the results is shown; the hit share may differ from the screen's.
# Every second line gives: HIF-2a inh	EBV LMP1 NFkB	TRPM1 prom inh	NR2E3 ag-1	NR2E3 ag-2	CF NFkB block	C8 TRAIL sens	Shn3 inh set2	iPSC survival up	KKLEB cytotox	Peg3 prom inh
COCCn1c(SCc2nc3cc(OC)c(OC)cc3c(=O)[nH]2)nnc1-c1ccncc1
→ 15	2	5	0	-27	-1	2	2	-2.5	-8	16
CN(C)S(=O)(=O)c1cccc(C(=O)NC(=S)N(CCC#N)Cc2cccnc2)c1
→ 8	-7	-5	2	15	0	2	10	-0.1	0	-5
CNC(=O)c1sc(Nc2cc(C)ccc2C)nc1C
→ 4	-6	9	5	20	-13	-4	-13	-0.9	4	20
O=C(NNc1nc2ccccc2s1)c1ccc(F)cc1
→ -38	2	-9	-3	-17	-2	-13	-58	-1.7	-7	-35
O=C(CCc1nnc2n(Cc3ccccc3)c(=O)c3ccccc3n12)NCCCN1CCCCC1
→ 6	-18	-19	2	-27	4	0	-18	0.4	-1	-3
COc1ccc(NC(=O)CSc2nnc(-c3ccco3)c(-c3ccco3)n2)cc1OC
→ -7	1	2	3	-4	4	-12	-2	-0.2	9	8
Cc1cc(NC(=O)COC(=O)c2c(Cl)cccc2Cl)no1
→ -75	1	-35	-1	2	-14	4	-6	0.2	9	-25
O=[N+]([O-])c1ccc(COc2cccc3cccnc23)cc1
→ -282	-33	-84	-2	-92	1	2	-22	0.5	4	-242
ONC(=Nc1ccc(Cl)cc1)c1ccccc1
→ -4	-5	10	3	-33	17	1	28	2.3	1	0
C[C@H]1CN([C@@H](C)CO)C(=O)c2cc(Br)cnc2O[C@H]1CN(C)S(=O)(=O)c1ccccc1F
→ 12	-4	/	/	11	24	6	-29	-2.4	-7	7
CCn1cc(C(=O)NCc2ccco2)c(=O)c2cc(S(=O)(=O)N3CCCCCC3)ccc21
→ 32	14	8	-1	-18	-11	38	47	-1.0	10	33
CC1=C(C(=O)N(C(C)C)C(C)C)CC(CC(=O)NC2CCCC2)C(=O)N1CCCN1CCCC1=O (configuration not stated)
→ 2	/	/	/	-5	-9	-24	-17	0.8	7	0
COc1cccc(/C=N/NC(=O)c2cc3c(OC)cccc3[nH]2)c1OC
→ -11	8	16	-1	-48	12	-5	5	-1.7	8	16
CCn1cc(/C=N\NC(=O)Cc2ccc([N+](=O)[O-])cc2)c(C)n1
→ 4	-2	6	1	10	-2	6	6	5.4	0	-13
CCc1nc2ccc(C(=O)NCCCN3CCN(c4ccccc4F)CC3)cc2nc1CC
→ 6	1	3	0	6	6	-6	57	-0.1	6	5
COc1ccc(/C=C(\C#N)C(=O)N2CCOCC2)cc1Br
→ 8	-10	-6	-1	0	3	-32	6	0.3	-9	2
Cc1cc(C)nc(NC2=NCC(=O)N2c2ccc3c(c2)OCCO3)n1
→ -3	-2	2	1	-14	1	-5	1	-2.4	0	1
COc1ccc(-n2nnnc2C(c2cccc(OC)c2OC)N2CCN(C/C=C/c3ccccc3)CC2)cc1 (configuration not stated)
→ -22	/	/	/	17	5	-2	0	-0.8	1	-27
COc1cccc(OCC(O)CN2CCN(c3ccc(Cl)cc3)CC2)c1 (configuration not stated)
→ 15	11	18	-2	9	-11	-1	11	-0.7	11	23
CCOC(=O)C1CCCN(Cc2ccc(OCc3ccccc3)cc2)C1 (configuration not stated)
→ -22	2	-12	-2	6	-1	4	18	-1.0	6	-64
O=C(COc1ccccc1/C=C1\SC(=O)NC1=O)Nc1ccccc1
→ 14	4	-1	2	12	-1	4	3	-0.6	-4	7
CCOc1ccc(S(=O)(=O)N2CCN(C(=O)c3ccc(Cl)c(S(=O)(=O)N4CCOCC4)c3)CC2)cc1
→ 8	4	20	/	15	38	20	33	0.3	-1	22
COCCn1c(SCC(=O)Nc2cc(C)on2)nc2c(c1=O)SCC2
→ 13	-9	5	-2	-22	-13	4	-13	-0.2	17	15
Cc1cc(NC(=O)CN(C)C)c([N+](=O)[O-])cc1C
→ -30	0	-14	3	-5	-8	-5	4	-0.6	4	-6
CN(Cc1ccccc1F)Cc1cc(=O)oc2cc(O)c(Cl)cc12
→ 1	0	-11	2	6	5	-3	6	-0.2	11	2
O=[N+]([O-])c1cccc(C=NN=C2c3ccccc3-c3ccccc32)c1
→ -21	3	-25	/	-1	-13	-2	18	2.5	5	0
Cc1ccc(C)c(NC(=O)CN(C)C(=O)c2cc(-c3cccs3)nn2-c2ccccc2)c1
→ 11	-11	3	0	-11	14	8	-3	0.8	-2	43
O=C(NCCc1csc(-c2cccc(F)c2)n1)c1ccco1
→ -31	4	1	1	-29	-12	-10	-13	-0.2	9	-21
Cc1ccc(C(=O)COC(=O)CNC(=O)c2ccco2)cc1
→ 10	3	-3	2	5	-20	-4	-12	-1.2	17	-10
O=C(Nc1ccc(S(=O)(=O)N2CCCC2)cc1)c1cccs1
→ -21	1	-3	-4	-5	15	0	19	3.2	7	0
CC(NC(=O)CSc1nnnn1C1CC1)c1ccccc1Br (configuration not stated)
→ 8	-4	2	/	-8	-13	13	14	-0.2	0	5
Cc1ccccc1SCCNC(=O)c1ccccc1Br
→ -142	-12	-57	0	-77	-6	5	-51	-1.4	-3	-177
S=c1[nH]nc(-c2ccco2)n1/N=C/c1ccc(Cl)c(Cl)c1
→ 15	-3	5	1	14	-10	33	6	-1.1	-6	16
O=[N+]([O-])c1ccc(OCCCCN2CCc3ccccc3C2)cc1
→ 8	-4	15	-2	10	-6	9	9	-0.7	14	4
O=C(O)c1ccc(CSc2nc3c(c(=O)[nH]2)CCC3)cc1
→ 13	/	/	/	-13	14	10	-13	-2.6	-17	-10
Cc1cc(C)c2c3c(sc2n1)C(=O)N(C)CC(=O)N3
→ 6	-1	10	-3	-24	-11	-12	4	4.9	0	8
CCOC(=O)c1c(NC(=O)CC(C)C)sc(C(C)=O)c1C
→ 10	-6	-6	5	-36	2	-1	63	1.5	-27	13
CN1CCN(S(=O)(=O)c2cccc(C(=O)N(Cc3nnc(-c4ccccc4Cl)o3)C3CC3)c2)CC1
→ -6	10	-4	3	-6	0	-14	5	0.5	-5	-11
Cc1c(C=Nc2ccc(S(=O)(=O)N(C)C)cc2)c(O)[nH]c(=O)c1C#N
→ 18	-8	-5	0	-31	2	-16	12	-0.4	-3	10
COCCn1c(SCc2ccc(F)cc2)nc2c1c(=O)[nH]c(=O)n2C
→ 17	13	-8	3	33	29	-2	-6	0.7	0	3
CN(C)S(=O)(=O)c1cccc(NC(=O)CCCc2nc3ccccc3c(=O)[nH]2)c1
→ 1	1	-8	-1	-4	2	9	-15	-0.3	12	4
Cc1cc(C)cc(-n2c(C)cc(/C=N/NC(=O)CN(c3c(C)cccc3C)S(C)(=O)=O)c2C)c1
→ 8	8	9	2	-6	0	-6	21	4.0	-14	1
COc1cc(CN2CCCCCC2)c([N+](=O)[O-])cc1OC
→ 19	3	0	0	-13	-2	-2	1	-0.4	10	9
Cc1ccc(Cn2c(C3CCCN3c3nc(C)cs3)nc3cc(C(F)(F)F)ccc32)cc1 (configuration not stated)
→ 17	0	7	4	14	-25	17	17	-0.5	16	-3
CCCOc1ccc(NC(=O)C2CCCNC2=O)cc1 (configuration not stated)
→ -47	8	-13	0	-34	-33	-13	-13	1.9	7	-10
COc1cc(C#Cc2c(-c3cncn3C)n(C)c3ccc(-c4ccc(OC)c(OC)c4)cc23)cc(OC)c1
→ -2	-24	-16	2	-49	23	7	4	-1.5	-8	10
O=C(COc1ncnc2c(Cl)cc(Cl)cc12)Nc1cc([N+](=O)[O-])ccc1Cl
→ 20	9	0	0	-17	-5	12	11	-1.2	-18	3
COc1cc(OC)c(S(=O)(=O)Nc2ccccc2N2CCOCC2)cc1NC(C)=O
→ 18	4	8	-5	-26	6	-6	-14	-2.4	9	4
CCCCNC(=O)C1CCN(S(=O)(=O)c2ccc3c(c2)CC(C)N3C(=O)C2CC2)CC1 (configuration not stated)
→ 11	-5	47	-1	9	10	-1	-5	3.3	-5	19
COc1ccccc1C(=O)NC(CCSC)C(=O)NCC(c1cccs1)N1CCOCC1 (configuration not stated)
→ 14	-15	0	-1	-5	-15	-15	-24	0.8	6	24
CCOC(=O)CSc1nc(=O)n2cccc(C)c2n1
→ 11	-5	11	2	21	12	-5	5	0.1	3	3
CC(C)NC(=O)c1ccc2c(=O)n(Cc3ccco3)c(=S)[nH]c2c1
→ -1	-2	13	-4	-9	-8	-8	11	0.5	-4	7
COc1ccccc1C(=O)NCCC(=O)NCC1CCCO1 (configuration not stated)
→ 13	-11	4	0	-15	-10	-1	-12	0.3	14	-1
Nn1c(SCC(=O)NCCc2ccc(S(N)(=O)=O)cc2)nnc1C1CCCCC1
→ 6	-2	1	/	-19	-18	-2	-9	2.7	9	2
O=C(CSc1nnc(-c2ccc(O)cc2)n1Cc1ccco1)N1CCc2ccccc2C1
→ 17	-5	14	0	-8	14	6	-3	-0.2	-7	13
O=C(NCCCN1CCN(Cc2ccccc2)CC1)C1CCN(S(=O)(=O)N2CCCC2)CC1
→ 1	-2	10	6	-31	-3	13	7	-1.0	0	18
Cc1ccccc1OCCCCCCN1CCNCC1
→ -59	2	-25	4	20	0	-2	-25	0.1	4	-54
CC(NC(=O)c1cccc(OC2CCN(C3CCN(C)CC3)CC2)c1)c1ccccc1 (configuration not stated)
→ 10	-5	-3	0	14	8	10	6	-0.6	-12	-14
CCc1cccc(NS(=O)(=O)c2c(C)nc3scc(C)n3c2=O)c1
→ 22	-7	-10	3	3	-5	5	32	0.1	-1	18
CCCNC(=O)CCn1nc(-c2ccc(Cl)cc2)c2ccccc2c1=O
→ 15	2	5	-4	12	2	-5	7	2.7	0	10

# Next section
# Every second line gives: HIF-2a inh	EBV LMP1 NFkB	TRPM1 prom inh	NR2E3 ag-1	NR2E3 ag-2	CF NFkB block	C8 TRAIL sens	Shn3 inh set2	iPSC survival up	KKLEB cytotox	Peg3 prom inh
O=C(O)c1cccc(-c2nc3ccccc3[nH]2)c1
→ 69*	39	49	-1	-41	1	46	31	-1.3	-5	55*
COc1cccc2c(=O)c(C(=O)NCc3cccs3)c[nH]c12
→ -187	-43	-60	0	-65	-22	21	-77	0.1	-5	-173
CN(C)S(=O)(=O)c1cccc(-n2sc3ccccc3c2=O)c1
→ -22	5	-2	4	-31	30	-3	-6	-3.1	-9	-58
CC(=O)Nc1ccc(N=NC2C(=O)N(C(N)=S)N=C2C)cc1 (configuration not stated)
→ -75	-1	-8	-4	-8	8	9	-5	-0.7	1	-56
CC12CCC(C(=O)N3CCCCCC3)(OC1=O)C2(C)C (configuration not stated)
→ 14	-3	-4	4	-7	9	-3	9	-0.8	0	-4

# High-throughput results deposited in PubChem by several laboratories.
